FLuc inh: blocks purified firefly luciferase enzyme activity. AID 1347043. purified P. pyralis luciferase, luminescence, biochemical. P08659. hit rate 2.5% among 76,000. Potency, µM (titrated, usually from 115 µM), for the others: top-dose activity change, negative = inhibition, actives largely listed as inhibitors; further: potency means the concentration at half of the fitted maximal effect; nearly all actives have a fitted effect of over 65% in size
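Luminescence read by CCD imaging after purified firefly luciferase (10nM final) was added to substrate buffer holding 10uM D-luciferin and 10uM ATP, pH 7.5, pre-dosed with compound.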
SNCA viab count: reduces viability of HEK-293 SNCA reporter cells; HEK-293-SNCA-luc viability, GF-AFC fluorescence, 24 h; Potency, µM (series often up to 57.1 µM), without a hit: top-dose activity change, negative = cytotoxicity, hits mostly cytotoxic; hit rate 0.12% among 150,000;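 further: potency means the concentration at half of the fitted maximal effect; 0% = DMSO-treated cells and -100% = medium-only wells without cells; nearly all actives have a fitted effect of over 30% in size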
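Cytotoxicity counterscreen: after 24 h compound treatment of genome-edited SNCA-luciferase HEK-293 cells, live-cell protease substrate GF-AFC read by fluorescence after 30 min; activity scaled between DMSO (0%) and medium-only (-100%), curves Hill-fitted.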
GPT2 inh: GPT2 alanine aminotransferase inhibition | Q8TD30 | Recombinant GPT2, coupled pyruvate oxidase/HRP Amplex Red fluorescence | Potency, µM (doses to about 57.7 µM), for inactives: at the highest dose activity change, negative = inhibition, actives largely listed as inhibitors | hit rate 0.25% among 100,000 | AID 1671188; further: potency means the concentration at half of the fitted maximal effect; nearly all actives have a fitted effect of over 60% in size; many of its hits are not listed in these tables
Target sequence (Q8TD30 whole entry, looked up): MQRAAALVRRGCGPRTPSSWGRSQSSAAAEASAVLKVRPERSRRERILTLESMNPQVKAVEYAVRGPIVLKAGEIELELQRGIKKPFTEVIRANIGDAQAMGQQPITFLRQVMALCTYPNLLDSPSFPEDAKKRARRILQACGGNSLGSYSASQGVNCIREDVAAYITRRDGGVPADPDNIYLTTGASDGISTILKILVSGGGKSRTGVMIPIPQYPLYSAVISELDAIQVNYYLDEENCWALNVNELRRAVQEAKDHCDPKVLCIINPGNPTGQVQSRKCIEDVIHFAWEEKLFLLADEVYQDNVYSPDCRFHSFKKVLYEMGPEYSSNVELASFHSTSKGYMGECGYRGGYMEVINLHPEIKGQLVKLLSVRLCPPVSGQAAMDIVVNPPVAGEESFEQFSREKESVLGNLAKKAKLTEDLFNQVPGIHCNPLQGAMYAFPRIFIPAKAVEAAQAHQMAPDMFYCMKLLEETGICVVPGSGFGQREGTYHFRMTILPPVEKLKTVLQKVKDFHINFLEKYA
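Fluorescence read-out: pyruvate from GPT2 turnover coupled to pyruvate oxidase, HRP and Amplex Red (0.2mM ThPP, 0.2U/mL PO and HRP, 50uM Amplex final). Substrates 250uM a-KG, 2mM L-alanine; enzyme 10ng/uL; 30 min RT.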
NIH3T3 tox: kills NIH 3T3 cells; AID 1345082; NIH 3T3 viability, CellTiter-Glo ATP luminescence, 48-72 h; Potency, µM (top dose mostly 96.7 µM), for inactives: top-dose activity change, negative = cytotoxicity, actives largely listed as inhibitors; hit rate 4.3% among 94,000; further: potency means the concentration at half of the fitted maximal effect; nearly all actives have a fitted effect of over 55% in size
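ATP-dependent luminescence (CellTiter-Glo) served as the viability signal for NIH 3T3 cells treated with compound for 48 or 72 hr at 37 °C.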
IP6K1 inh: IP6K1 kinase inhibition. Q92551. IP6K1 kinase, ADP-Glo luminescence, 2 h; hits give low values. activity change, % (series mostly up to about 58 µM). hit rate 0.81% among 140,000. AID 1645851; in the data active means activity change below about -25%
Target sequence (Q92551 whole entry, looked up): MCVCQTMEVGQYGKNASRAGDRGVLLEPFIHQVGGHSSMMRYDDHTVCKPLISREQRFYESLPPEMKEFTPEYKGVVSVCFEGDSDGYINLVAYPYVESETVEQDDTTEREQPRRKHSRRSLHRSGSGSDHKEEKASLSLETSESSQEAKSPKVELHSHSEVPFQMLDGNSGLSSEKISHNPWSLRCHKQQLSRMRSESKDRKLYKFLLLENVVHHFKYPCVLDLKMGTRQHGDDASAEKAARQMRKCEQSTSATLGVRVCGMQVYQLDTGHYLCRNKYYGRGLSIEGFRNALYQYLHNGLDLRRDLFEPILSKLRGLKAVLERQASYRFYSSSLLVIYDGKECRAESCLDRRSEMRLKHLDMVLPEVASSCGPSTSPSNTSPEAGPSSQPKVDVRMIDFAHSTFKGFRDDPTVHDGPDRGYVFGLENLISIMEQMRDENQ
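ADP-Glo luminescence measures ADP made by human IP6K1 during a 2 h RT reaction with ATP/IP6 (mix at 1.3 mM/130 uM); top library doses 57.5 and 19.1 uM final.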
SNCA expr inh: reduces expression of the alpha-synuclein gene; HEK-293 SNCA-luciferase knock-in, luminescence, 24 h; Potency, µM (titrated, usually from 57.2 µM), without a hit: top-dose activity change, negative = inhibition, usual class: inhibitors; hit rate 0.17% among 140,000; AID 1671194;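 further: potency means the concentration at half of the fitted maximal effect; plate controls were DMSO cells for no effect and cell-free wells for full effect; nearly all actives have a fitted effect of over 45% in size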
HEK293 tox: HEK 293 cell cytotoxicity; HEK 293 viability, ATP luminescence (CellTiter-Glo), 48-72 h; Potency, µM (highest dose often 115 µM), for the others: top-dose activity change, negative = cytotoxicity, hits mostly inhibitors; hit rate 6.6% among 94,000; AID 1345083; further: potency means the concentration at half of the fitted maximal effect; nearly all actives have a fitted effect of over 60% in size
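Read-out: CellTiter-Glo ATP luminescence. Cells: HEK 293, 250 cells/well. Exposure: 48 or 72 hr, 37 degree Celsius.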
* = called active by the depositor; i = inactive; u = inconclusive; x = not tested or not shown; & = joins results of further samples; [ ] = another dose, or the depositor's remark. Unless noted, the call rests on the fitted dose curve; in most records, active means well fitted curve in the direction sought with a large enough effect; inconclusive means small, poorly fitted or top-dose-only effect, or another doubt; inactive means no such curve, though single readings can be large; an effect the other way counts as inactive or inconclusive. Unless noted, on the % scale 0 is the no-effect control and ±100 the full control effect. Not all compounds are listed; the hit share may differ from the screen's.

#	structure	HEK293 tox	GPT2 inh	NIH3T3 tox	IP6K1 inh
1	CCS(=O)(=O)N[C@@H]1CN(C2CCOCC2)C[C@H]1CN(C)C	i	0%	0%	2
2	Cc1ccc(-c2nc3ccc(Cl)cn3c2Nc2ccc3c(c2)OCCO3)s1	x	x	x	14
3	CCOC(=O)c1c(-c2ccccc2)oc2ccc(NS(=O)(=O)c3cc(C)c(C)cc3C)cc12	x	x	x	-9
4	CCOC(=O)C1=CN(CC(=O)Nc2ccc(Br)cc2F)S(=O)(=O)N=C1C	u	-17%	-25%	-16
5	CCNC(=O)N1CC[C@@H](CC(=O)O)[C@@H](CC2=NCCc3cc(OC)ccc32)C1	i	0%[88.5 µM]	0%[174 µM]	12
6	CCOc1ccccc1CN1CCC(Cc2ccc(C(=O)N3CCOCC3)cc2)CC1	u	-6%	u	12
7	Cc1ccc(-n2nc(C(=O)NCc3ccc(F)cc3Cl)c3c4ccccc4n(C)c3c2=O)cc1	x	x	x	10
8	CCC(Oc1ccccc1)C(=O)Nc1ccc(O)c(-c2nc3cc(C)ccc3o2)c1 (stereo not drawn)	x	x	x	-7
9	CCOc1ccc(Nc2nn(-c3ccc(OC(F)(F)F)cc3)nc2C(C)=O)cc1	x	x	x	8
10	O=C([C@@H]1C[C@H](Oc2ccccc2)CN1C(=O)c1ccncc1)N1CCOCC1	i	i	i	-1
11	Cc1cccc(NC(=O)C(NS(=O)(=O)c2ccc3c(c2)oc(=O)n3C)C(C)C)c1 (stereo not drawn)	x	x	x	-5
12	O=C(NC1CC1)[C@@H]1C[C@H](Oc2cccnc2)CN1	i	-17%	3%	-5

#	SNCA viab count	SNCA expr inh	FLuc inh
1	-12%	17%	0%
2	0%	86%[activator]	x
3	0%	-15%	x
4	9%	6%	-3%
5	-1%[87.6 µM]	18%[87.6 µM]	-5%[172 µM]
6	-23%	-6%	3%
7	u	24%	x
8	8%	34%[activator]	x
9	3%	-7%	x
10	2%	42%[activator]	8%
11	3%	-1%	x
12	u	0%	1%

The listing continues:
#	structure	HEK293 tox	GPT2 inh	NIH3T3 tox	IP6K1 inh
13	O=C(NCCCO)c1ccc(-c2ncc3cnc(-c4cccc(F)c4)cn23)cc1	u	-7%[88.5 µM]	u	-14
14	CC(C)CCN1CCn2c(nn(-c3ccc(C(F)(F)F)cc3)c2=O)C1	u	-11%	u	14
15	O=C(CCSCc1cccc(Cl)c1)NCc1ccc(F)cc1Cl	x	x	x	-8
16	COc1ccc(C(=O)N2CCCCC(NC(=O)NCc3ccco3)C2)cc1 (stereo not drawn)	-10%	-7%	-14%	13
17	N#Cc1cccc(C(=O)N2CCCOCCNC(=O)[C@@H]3CCCC[C@@H]32)c1	-9%	i	-13%	2
18	Cc1ccc(OCCCCn2nnc3sc4c(c3c2=O)CCCC4)cc1	x	x	x	-10
19	CCCCCC(=O)N1CCC(=O)N(C)C[C@H]2COc3ccc(C)cc3[C@H]21	-23%	x	u	24
20	O=C1Nc2ccc(-c3ccco3)cc2C(=O)N2CCN(C(=O)c3ccccc3)C[C@H]12	u	3%[88.5 µM]	u	8
21	O=C(CCc1ccccc1)NCCC1CCN(C(=O)Nc2cc(F)cc(F)c2)CC1	u	i	-23%	-11
22	COc1ccc(CC(=O)N(C)Cc2ccc(F)cc2)cc1	u	i	-25%[138 µM]	-15
23	CCc1ccc(-c2nc3cc(NC(=O)c4ccc(F)cc4)ccc3o2)cc1	x	x	x	-17
24	CC(C)C(=O)N1Cc2ccccc2CC2(CCCCN2Cc2ccccn2)C1 (stereo not drawn)	u	i	-19%	-5

#	SNCA viab count	SNCA expr inh	FLuc inh
13	-5%[87.6 µM]	14%[87.6 µM]	2%[172 µM]
14	8%	-8%	x
15	11%	34%[activator]	x
16	-9%	u	5%
17	5%	-12%	-4%
18	16%	0%	x
19	x	x	x
20	2%[87.6 µM]	-35%[87.6 µM]	-22%[172 µM]
21	4%	12%	1%
22	-8%[87.6 µM]	0%[87.6 µM]	5%[172 µM]
23	-14%	34%[activator]	x
24	-3%	-12%	x

Other records follow.
#	structure	HEK293 tox	GPT2 inh	NIH3T3 tox	IP6K1 inh
25	COCc1c(C(=O)N[C@@H]2CN(Cc3ccccc3)C[C@H]2CN(C)C)noc1C	i	-9%	i	3
26	COc1cccc(OCc2nc([C@@H]3C[C@H]3c3ccccc3)n(CCO)n2)c1	-29%	-2%	u	-8
27	CCN1CCCN(S(=O)(=O)CC)CC12CCOCC2	0%	i	-3%	5
28	Cc1ccc(NC(=O)C(Cc2ccccc2)n2cccc2)cc1 (stereo not drawn)	x	x	x	-11
29	O=C(CCc1ccnc(N2CCOCC2)c1)N1CCN(C(=O)c2ccco2)CC1	i	i	3%	-7
30	O=C(NCc1cccnc1)C1CCN(Cc2cc3ccccc3n2Cc2cccc(Cl)c2)CC1	x	x	x	12
31	COc1cccc(-c2cc(C3CCN(C(=O)Nc4ccccc4F)CC3)[nH]n2)c1	u	i	-25%	-5
32	Cn1nc(C2CCN(C(=O)CCCc3ccccc3)CC2)c2c1CCOC2	-23%	-2%	u	6
33	Cc1ccc(-n2ncc(C(=O)N3CCN(Cc4ccccc4)CC3)c2C2CCN(C(=O)OC(C)(C)C)CC2)cc1	x	x	x	-14
34	O=C(Nc1ccccc1)c1cc([N+](=O)[O-])ccc1Cl	x	4%	x	x
35	COc1cc(NC(=O)Cn2c(-c3ccc(F)cc3)nc(C)cc2=O)cc(OC)c1	u	i	u	1
36	CCOC(=O)[C@@H]1CN(C(=O)c2ccccc2OCC)[C@H]2c3ccc(OC)cc3O[C@@H]12	u	x	u	7

#	SNCA viab count	SNCA expr inh	FLuc inh
25	-2%	-1%	5%
26	-1%	4%	4%
27	-8%	19%	3%
28	6%	2%	x
29	10%	11%	5%
30	-20%	-30%	x
31	-7%	43%[activator]	0%
32	5%	37%[activator]	-6%
33	23%	11%	x
34	-12%	7%	x
35	-25%	u	1%
36	x	x	x

The list goes on.
#	structure	HEK293 tox	GPT2 inh	NIH3T3 tox	IP6K1 inh
37	CNC(=O)c1cc(C2CC2)nc2c1c(C1CCCN1C(=O)Nc1ccc(Cl)cc1)nn2C (stereo not drawn)	-1%	x	4%	-2
38	COCCCNC(=O)c1nn(-c2ccc(C)cc2)c(=O)n(C)c1=O	x	x	x	7
39	O=C(Nc1ccccc1)N1CCN(C(=O)c2nc3cccnc3n(Cc3ccccc3)c2=O)CC1	-12%	5%	u	12
40	COc1ccc(N2Cc3c(ncnc3N3CCN(C(C)=O)CC3)N(C)CC2=O)cc1	-6%	2%	3%	-19
41	CC(=O)Nc1ccc(CNC2(Cc3cc(CN4CCCCC4)on3)COC2)cc1	i	3%[88.5 µM]	2%[174 µM]	-11
42	COc1ccc(-n2nnc(-c3nsc(NC(=O)c4ccc(C)c(C)c4)n3)c2C)cc1Cl	x	x	x	6
43	CNC(=O)[C@@H]1CN(C(=O)NCc2ccco2)C[C@H]1c1nc(C)no1	-2%	-18%	-2%	25
44	CCOC(=O)c1[nH]ncc1CN1CCN2C(=O)CNC(=O)C2C1 (stereo not drawn)	1%	0%	-13%	3
45	OCCN1CCN(CCCN2c3ccccc3C=Cc3ccccc32)CC1	x	-16%&1%	x	3
46	O=C(Cc1ccc(OC(F)(F)F)cc1)N1CC(CNc2cccnc2)C2(C1)CN(c1ccccc1)C2 (stereo not drawn)	u	-20%	u	1
47	NCC1CCCN(Cc2ccc(-c3nc(-c4cccnc4)cc(=O)[nH]3)cc2)C1 (stereo not drawn)	u	-13%	-11%	7
48	CCCOc1ccc(CNC(=O)c2ccc3c(c2)N(Cc2ccccc2)CCS3)cc1	x	x	x	-4

#	SNCA viab count	SNCA expr inh	FLuc inh
37	x	x	x
38	1%	-7%	x
39	-12%[12.5 µM]	-16%	x
40	1%	-8%	0%
41	-10%[87.6 µM]	-27%[87.6 µM]	-2%[172 µM]
42	-15%	-13%	x
43	9%	-4%	3%
44	-4%	4%	8%
45	-6%	2%	x
46	-8%	u	1%
47	u	-15%	-14%
48	10%	-6%	x

More entries:
#	structure	HEK293 tox	GPT2 inh	NIH3T3 tox	IP6K1 inh
49	COc1cccc(-n2cc(C(=O)Oc3ccc(F)cc3)c3ccccc3c2=O)c1	x	x	x	-12
50	O=C(NC1CCCCC1)N1CCCC1c1nncn1C1CCCC1 (stereo not drawn)	-9%	-2%	-13%	26
51	COc1ccc(F)cc1-c1ccc(CN2CCC(NC(=O)Nc3ccccc3)C2)cc1 (stereo not drawn)	20µM*	x	13µM*	7
52	O=c1nc2sc3ccccc3n2c(=O)n1-c1ccc(Cl)c(Cl)c1	x	x	x	-18
53	O=C1Nc2ccc(-c3ccc4c(c3)OCO4)cc2C(=O)N2C[C@@H](NS(=O)(=O)c3ccc(F)cc3)C[C@@H]12	u	-16%	u	-13
54	CC(=O)CCC1=C(C)C(O[C@@H]2O[C@H](CO)[C@@H](O)[C@H](O)[C@H]2O)C(O)CC1(C)C (stereo partly drawn)	x	4%[27.3 µM]	x	14
55	CCc1ccccc1N(C)C(=O)Cc1c(C(=O)O)c(C)cn1C	x	x	x	-5
56	COc1ccc(NC(=O)c2sc3nc4c(cc3c2N)CCCCCC4)cc1Cl	x	x	x	-4
57	COc1ccc(CNC(=O)c2ccc3nc(CCc4ccccc4)oc3c2)c(OC)c1	x	x	x	12

#	SNCA viab count	SNCA expr inh	FLuc inh
49	6%	-8%	x
50	-1%	31%[activator]	x
51	x	x	x
52	4%	18%	x
53	-4%	11%	6%
54	-25%	x	x
55	0%	-15%	x
56	-3%	-8%	x
57	-17%	10%	x

Filtered by structure: the compounds so far containing an NH in an aromatic ring (3)
#	structure	HEK293 tox	GPT2 inh	NIH3T3 tox	IP6K1 inh
31	COc1cccc(-c2cc(C3CCN(C(=O)Nc4ccccc4F)CC3)[nH]n2)c1	u	i	-25%	-5
44	CCOC(=O)c1[nH]ncc1CN1CCN2C(=O)CNC(=O)C2C1 (stereo not drawn)	1%	0%	-13%	3
47	NCC1CCCN(Cc2ccc(-c3nc(-c4cccnc4)cc(=O)[nH]3)cc2)C1 (stereo not drawn)	u	-13%	-11%	7

#	SNCA viab count	SNCA expr inh	FLuc inh
31	-7%	43%[activator]	0%
44	-4%	4%	8%
47	u	-15%	-14%

Screening data (PubChem BioAssay)
